HEK cytotox = Cytotoxic Profiling in HEK 293 Cell Line of Diverse Libraries Using Quantitative High-Throughput Screening; HEK 293 viability, ATP luminescence (CellTiter-Glo), 48-72 h; Potency, µM (top dose mostly 115 µM), for the others: at the top dose activity change, negative = cytotoxicity, usual class: inhibitors; hit rate 6.6% among 94,000; AID 1345083, 2018; note: potency is the fitted concentration of half-maximal effect; nearly all actives have a fitted effect of over 60% in size
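Read-out: CellTiter-Glo ATP luminescence. Cells: HEK 293, 250 cells/well. Exposure: 48 or 72 hr, 37 degree Celsius.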
SNCA expr inhib = Primary qHTS assay for inhibitors of alpha-synuclein gene (SNCA) expression | HEK-293 SNCA-luciferase knock-in, luminescence, 24 h | Potency, µM (series often up to 57.2 µM), for the others: at the top dose activity change, negative = inhibition, most hits filed as inhibitors | hit rate 0.17% among 140,000;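 note: potency is the fitted concentration of half-maximal effect; plate controls were DMSO cells for no effect and cell-free wells for full effect; nearly all actives have a fitted effect of over 45% in size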
NIH3T3 tox = Cytotoxic Profiling in NIH 3T3 Cell Line of Diverse Libraries Using Quantitative High-Throughput Screening; NIH 3T3 viability, CellTiter-Glo ATP luminescence, 48-72 h; Potency, µM (series often up to 96.7 µM), for the others: at the highest dose activity change, negative = cytotoxicity, actives largely listed as inhibitors; hit rate 4.3% among 94,000; note: potency is the fitted concentration of half-maximal effect; nearly all actives have a fitted effect of over 55% in size
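First NIH 3T3 cells are plated at 400 cells/well; next compound is pinned in; then plates incubate 48 or 72 hr at 37 °C; finally CellTiter-Glo is added and luminescence read after 10 min.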
Luciferase inh = Firefly luciferase inhibition profiling of diverse chemical library using quantitative high-throughput screening. Luciferin 4-monooxygenase (Photinus pyralis), P08659. purified P. pyralis luciferase, luminescence, biochemical. Potency, µM (top dose mostly 115 µM), for inactives: at the top dose activity change, negative = inhibition, actives largely listed as inhibitors. hit rate 2.5% among 76,000. AID 1347043, 2019; note: potency is the fitted concentration of half-maximal effect; nearly all actives have a fitted effect of over 65% in size
Target sequence (P08659 whole entry, looked up): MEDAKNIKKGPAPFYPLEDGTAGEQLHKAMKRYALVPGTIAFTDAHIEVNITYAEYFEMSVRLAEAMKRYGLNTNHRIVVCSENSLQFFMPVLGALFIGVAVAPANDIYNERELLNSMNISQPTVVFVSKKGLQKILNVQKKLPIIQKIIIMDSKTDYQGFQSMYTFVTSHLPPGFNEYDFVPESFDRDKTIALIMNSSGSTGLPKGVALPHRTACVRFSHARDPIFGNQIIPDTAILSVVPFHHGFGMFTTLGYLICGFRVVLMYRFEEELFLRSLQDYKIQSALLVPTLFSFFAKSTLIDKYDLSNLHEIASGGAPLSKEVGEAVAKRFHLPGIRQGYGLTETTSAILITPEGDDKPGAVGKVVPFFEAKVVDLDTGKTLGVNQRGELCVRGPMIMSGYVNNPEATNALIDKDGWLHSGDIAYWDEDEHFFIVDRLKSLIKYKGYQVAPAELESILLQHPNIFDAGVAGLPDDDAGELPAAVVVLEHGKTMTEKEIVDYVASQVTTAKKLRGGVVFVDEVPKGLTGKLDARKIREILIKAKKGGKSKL
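Purified 10nM P. pyralis luciferase with 10uM D-luciferin and 10uM ATP in 50mM Tris acetate pH 7.5, 10mM Mg acetate, 0.01% Tween-20, 0.05% BSA. qHTS titration; luminescence read by CCD imager.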
GPT2 inh = Primary qHTS assay for inhibitors of Glutamate pyruvate transaminase 2 (GPT2). Alanine aminotransferase 2 (Homo sapiens), Q8TD30. Recombinant GPT2, coupled pyruvate oxidase/HRP Amplex Red fluorescence. Potency, µM (top dose mostly 57.7 µM), for inactives: at the highest dose activity change, negative = inhibition, usual class: inhibitors. hit rate 0.25% among 100,000; note: potency is the fitted concentration of half-maximal effect; nearly all actives have a fitted effect of over 60% in size; many of its hits are not listed in these tables
Target sequence (Q8TD30 whole entry, looked up): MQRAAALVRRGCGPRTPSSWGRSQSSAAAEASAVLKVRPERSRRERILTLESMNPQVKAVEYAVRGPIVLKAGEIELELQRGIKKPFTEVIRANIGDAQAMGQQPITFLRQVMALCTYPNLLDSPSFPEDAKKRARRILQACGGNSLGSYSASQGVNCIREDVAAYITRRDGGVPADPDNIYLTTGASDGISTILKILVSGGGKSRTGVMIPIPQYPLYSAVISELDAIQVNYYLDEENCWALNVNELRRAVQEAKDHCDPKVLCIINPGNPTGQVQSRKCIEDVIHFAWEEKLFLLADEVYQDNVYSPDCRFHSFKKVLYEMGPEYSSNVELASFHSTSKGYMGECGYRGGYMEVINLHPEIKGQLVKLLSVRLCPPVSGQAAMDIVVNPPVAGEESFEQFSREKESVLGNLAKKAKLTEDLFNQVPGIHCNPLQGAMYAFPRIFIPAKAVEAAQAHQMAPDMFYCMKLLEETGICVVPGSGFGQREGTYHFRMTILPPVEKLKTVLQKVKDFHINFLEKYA
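GPT2 10ng/uL, a-KG 250uM, L-Ala 2mM, HEPES pH7.5 + 0.0001% Tween; 30 min RT. Then Amplex mix (PO/HRP/ThPP), 30 min RT dark, fluorescence. AOA 50uM used as positive control.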
IP6K1 inhibitor = Primary qHTS assay for small molecule inhibitors of Inositol hexaphosphate kinase 1 (IP6K1); hit rate 0.81% among 140,000; Inositol hexakisphosphate kinase 1 (Homo sapiens), Q92551; AID 1645851, 2021; IP6K1 kinase, ADP-Glo luminescence, 2 h; active compounds read low; activity change, % (series mostly up to about 58 µM); in the data active = activity change below about -25%
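ADP-Glo luminescence measures ADP made by human IP6K1 during a 2 h RT reaction with ATP/IP6 (mix at 1.3 mM/130 uM); top library doses 57.5 and 19.1 uM final.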
SNCA viab count = GF-AFC viability counterscreen for inhibitors of alpha-synuclein gene (SNCA) expression; HEK-293-SNCA-luc viability, GF-AFC fluorescence, 24 h; hit rate 0.12% among 150,000; Potency, µM (titrated, usually from 57.1 µM), inactives show at the top dose activity change, negative = cytotoxicity, usual class: cytotoxic;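 note: potency is the fitted concentration of half-maximal effect; 0% = DMSO-treated cells and -100% = medium-only wells without cells; nearly all actives have a fitted effect of over 30% in size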
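HEK-293-SNCA-luc cells (1500/well) plated 24 h, then exposed 24 h to a dilution series; GF-AFC added 30 min at 37C, fluorescence 405/540 nm; normalised to medium-only and DMSO wells, Hill fit.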
An asterisk follows results filed as active; i = inactive; ? = inconclusive; / = not tested or not shown; & = joins results of further samples; [ ] = another dose, or the depositor's remark. Unless noted, calls come from the whole dose curve; as a rule, active = well fitted curve in the direction sought with a large enough effect; inconclusive = small, poorly fitted or top-dose-only effect, or another doubt; inactive = no such curve, though single readings can be large; an effect the other way counts as inactive or inconclusive. Unless noted, % is set by controls: 0 for no effect and ±100 for the full control effect. A portion of the library; count on the stated rates, not on these rows.

SMILES	HEK cytotox	SNCA expr inhib	NIH3T3 tox	Luciferase inh	GPT2 inh	IP6K1 inhibitor	SNCA viab count
CCC(=O)N1CCc2cc(CNS(=O)(=O)c3cc(Cl)ccc3OC)ccc21	/	10%	/	/	/	5	-2%
O=C(Nc1ccc(Cl)c(C(F)(F)F)c1)C(Cc1ccccc1)NS(=O)(=O)c1ccc(Br)s1 (stereo not given)	/	-27%	/	/	/	27	-2%
Cc1ccc(S(=O)(=O)N2CC[C@@H](CC(=O)O)[C@@H](CCN(CCN3CCOCC3)c3ccccc3)C2)cc1	-3%	4%	-22%	-3%	i	-5	0%
COc1ccc(N2CCN(C(=O)Cn3ccn4nc(-c5ccccc5)c(CO)c4c3=O)CC2)cc1	?	?	-20%	-13%	?	7	-5%
CC1=NOC2(CCN(Cc3ccc(C#N)cc3)C2)C1 (stereo not given)	i	-9%[87.6 µM]	0%[138 µM]	-1%[172 µM]	-20%[88.5 µM]	12	0%[87.6 µM]
CCOC(=O)c1cc2c(=O)n3ccccc3nc2n(Cc2ccco2)c1=NC(=O)c1ccc(OC)cc1	/	7%	/	/	/	-1	?
Cc1cc(C)cc(NC(=O)c2cccc(N3CCCS3(=O)=O)c2)c1	/	51%[activator]	/	/	/	-5	1%
CC(C)(C)CC(=O)Nc1nc2c(s1)C[C@@H]1[C@](C)(CO)[C@H](O)CC[C@@]1(C)[C@@H]2CC(=O)Nc1ccccc1	?	23%	?	3%	-6%	-14	-8%
COc1cc(=O)n2c(c1C(=O)NCc1cc(F)cc(F)c1)CCCC2	-3%	-14%	1%	0%	3%	7	-1%
CCc1ccc(C(=O)c2cn(CC(=O)Nc3cc(OC)ccc3OC)c3ccc(Cl)cc3c2=O)cc1	/	-6%	/	/	/	-9	-9%
CCCCNC(=O)C1CCN(C(=O)c2nnn3c2COC(c2ccc(OC)cc2)C3)CC1 (stereo not given)	-2%	?	i	-9%	4%	0	-5%
Cc1ccc(NC(=O)Cn2c(=O)n(Cc3ccccc3)c(=O)c3sc4ccccc4c32)cc1	/	-2%	/	/	/	17	-2%
O=C(c1ccc(N2CCC(O)CC2)nc1)N1CCC(Oc2cccnc2)CC1	-26%	?	-21%	0%	-10%	7	6%
COc1ccc(NC(=O)c2ccc(CNS(=O)(=O)c3ccc4c(c3)C(C)(C)C(=O)N4C)cc2)cc1	/	41%[activator]	/	/	/	-13	-28%
COc1cccc(NC(=O)N2C[C@@H](F)C[C@H]2C(=O)N2CCCCC2)c1	15%	0%	i	8%	-4%	0	-4%
Cc1nc2c(NS(=O)(=O)c3cccc(C#N)c3)cccn2n1	0%	23%	-20%	-23%	i	17	-18%
CN(C)C(=O)N[C@@H]1CN[C@H](CO)C1	-20%	-13%	-1%	15%	i	15	-3%
CCn1nc(-c2ccccc2)c(-c2ccccc2)c(C(=O)Nc2ccccc2C#N)c1=O	/	-3%	/	/	/	5	-4%
O=C(Nc1ccc(Cl)cc1)c1ccccc1NCc1ccncc1	/	/	/	/	i	-1	-17%
Cc1ccc(C)c(NC(=O)C(=O)NCCc2csc3nc(-c4ccccc4C)nn23)c1	/	-17%	/	/	/	-9	9%
CN1C[C@@H](NS(=O)(=O)c2ccc(Cl)cc2)C[C@H]1c1nc(-c2ccc(F)cc2)no1	?	38%[activator]	?	40µM*	-1%	7	-7%
CC1(C)CCC(C)(C)c2cc(NC(=O)c3ccc(C(=O)O)cc3)ccc21	/	21%	/	/	1%&-6%	11	7%
Cc1cccc(OCC2(CNC3CCOCC3)C[C@@H](O)[C@@H](O)C2)n1 (stereo not given in full)	4%[172 µM]	-23%[87.6 µM]	4%[138 µM]	6%[172 µM]	-7%[88.5 µM]	12	2%[87.6 µM]
COc1ccc(CN2CC[C@H](c3nnc(C)o3)C2)cc1	i	-19%[87.6 µM]	1%[230 µM]	6%[230 µM]	-9%[88.5 µM]	19	-6%[87.6 µM]
COc1ccccc1-c1cccc(CN2CCC(NC(=O)c3ccccc3Cl)CC2)c1	79µM*	-7%	?	/	-2%	2	-2%

The listing continues:
SMILES	HEK cytotox	SNCA expr inhib	NIH3T3 tox	Luciferase inh	GPT2 inh	IP6K1 inhibitor	SNCA viab count
COc1ccc(CCNC(=O)c2ccc3nccn3c2)cc1	-5%[172 µM]	23%[87.6 µM]	-19%[138 µM]	/	-33%[88.5 µM]	-13	-2%[87.6 µM]
Cc1ccc(N(CC(=O)N2CCN(c3cc(C)ccc3C)CC2)S(=O)(=O)c2c(C)nn(C)c2C)cc1	/	?	/	/	/	2	-18%
Cc1noc(C)c1CC(=O)N1CCC2(CC1)CN(C(=O)NC(C)C)Cc1ccccc1O2	i	37%[activator]	-16%	/	5%	12	-1%
O=C1CCC2(CCCN(C(=O)c3ccc(=O)[nH]c3)C2)CN1CCc1cnc[nH]1 (stereo not given)	?	7%	-2%	11%	1%	6	4%
CCOc1ccc(NC(=O)CCc2c(C)nc3c4c(C)cc(C)nc4nn3c2C)cc1	/	-7%	/	/	/	24	5%
COc1ccc(CC(=O)Nc2ccc3ncnc(N4CCCC4)c3c2)cc1Cl	?	-2%	?	2%	-5%	5	-10%
CC(C)N1C(=O)C(CC(=O)NCC2CCN(Cc3ccccc3F)CC2)=C2CCCCC21 (stereo not given)	-21%	-13%	-11%	4%	?	19	-9%
O=C(C[C@H]1NC(=O)c2ccccc2NC1=O)Nc1cccc(C(F)(F)F)c1	45µM*	-12%	?	-5%	3%	23	-17%
CCOc1ccc(S(=O)(=O)N2CCC(C3CCN(C(C)=O)CC3)C2)cc1 (stereo not given)	?	9%	?	8%	-3%	9	6%[12.5 µM]
O=C(CCc1nc2ccccc2[nH]1)N1CCC(c2nc(CCOCC3CC3)no2)C1 (stereo not given)	0%	0%	-10%	5%	1%	27	2%[12.5 µM]
O=C(COc1ccc(F)cc1)N1CCC(c2noc(-c3ccncc3)n2)C1 (stereo not given)	?	-15%	-19%	-8%	i	6	9%
CCOc1ccc(C(=O)CSc2nc3cc(C(=O)NC4CCCC4)ccc3c(=O)n2CC2CCCO2)cc1 (stereo not given)	/	8%	/	/	/	8	-1%
O=C(O)C1c2ccccc2CC(=O)N1Cc1ccccc1 (stereo not given)	7%	18%	i	-6%	4%	-5	3%
COc1ccc(NC(=O)Cn2ccn3nc(-c4ccccc4)c(CO)c3c2=O)cc1OC	?	2%	-4%	-3%	3%	19	-7%
Cc1cc(Cn2cc3c4c(cccc42)[C@H](CC(C)C)N[C@H](C(=O)NCc2nccs2)C3)no1	22µM*	?	?	-5%	i	6	?
COc1ccc(S(=O)(=O)Nc2cc(Cl)cc(Cl)c2OC)cc1N1CCNCC1	/	/	/	/	3%	2	-2%
CCOc1ccc(NC(=O)[C@@H](c2ccccc2)N2Cc3ccccc3C2=O)cc1	/	22%	/	/	/	-9	-7%
CCOCC(=O)N1CCCn2ccnc2C1CC (stereo not given)	-9%	-6%	-29%	-8%	-5%	-1	6%
CCc1ccc2oc(C(=O)Nc3nonc3CC)c(C)c2c1	/	167%[activator]	/	/	/	2	7%
CCOc1ccccc1CN1CCN(c2ccnc(N)n2)CC1CCO (stereo not given)	?	-29%	?	12%	1%[11.5 µM]	-1	-22%
CCn1c(=O)c2c(cc(C)n2C)n(CC(=O)Nc2ccccc2F)c1=O	0%	29%	3%	5%	2%	-3	-11%
Cc1ccc(C(=O)N2CC3(Cc4ccccc4C(=O)N3)C2)cc1	3%	38%[activator]	-18%	/	-21%	1	10%
Cc1cc(C)cc(C(=O)N2CCC(Oc3ncccc3C(=O)N(C)C)C2)c1 (stereo not given)	-1%	6%	-4%	7%	0%	1	10%
CC(C)c1ccc(NC(=O)c2ccc(F)c(S(=O)(=O)N3CCc4ccccc43)c2)cc1	/	-12%	/	/	/	47	6%
CC(C)Oc1ccc(CN2CC(C(=O)NCc3ccncc3)C3(CCOCC3)C2)cc1 (stereo not given)	-30%	-19%	-15%	-7%	?	5	?

Remaining list, next part.
SMILES	HEK cytotox	SNCA expr inhib	NIH3T3 tox	Luciferase inh	GPT2 inh	IP6K1 inhibitor	SNCA viab count
Cc1c(CC(=O)NCc2cccnc2)c2c(n1CC(C)C)CC(C)(C)CC2=O	2%	25%	-2%	-6%	?	4	3%
CCOc1ccc(-c2nonc2NC(=O)COc2ccc(C)c(C)c2)cc1OCC	/	-16%	/	/	/	15	14%
CN1C(=O)CCC2(CNC(=O)c3ccccn3)CCC=C12 (stereo not given)	-10%	-1%	-27%	6%	5%	-6	-4%
Cc1cnc(C(=O)N2Cc3ccccc3OC3(CCN(C(C)C)CC3)C2)cn1	i	-9%	-14%	/	-1%	-8	-7%
O=C(NCc1ccc(F)c(Cl)c1)C1CCN(C(=O)c2ncn3c2COC(c2ccccc2)C3)CC1 (stereo not given)	-2%	40%[activator]	-3%	11µM*	i	-1	7%
CC1=C[C@@H](CNC(C)C)[C@H](C(C)C)C[C@H]1Cc1nnc(-c2ccncc2)o1	?	?	?	-24%[172 µM]	i	5	-23%[87.6 µM]
Cc1cccc(CC(=O)N2CCC3(CCC(=O)N(CC4CC4)CC3)CC2)c1	-24%	-13%	?	/	-19%	-14	-7%
Cc1ccc(-c2ccc(=O)n(CC(=O)NCCc3ccccc3)n2)cc1	/	11%	/	/	/	4	-1%
Cn1nnnc1SCCCNCc1ccccc1OCc1ccc(Cl)cc1	/	6%	/	/	/	-11	-12%
CCOCCOC1CCN(C(=O)c2ccc3cc[nH]c3c2)CC1	2%	0%	3%	-9%	-5%	-1	7%[12.5 µM]
CCCNC1(Cc2cc(-c3ccc(F)cc3)on2)COC1	?	3%[87.6 µM]	-19%[230 µM]	-17%[230 µM]	4%[88.5 µM]	-3	2%[87.6 µM]
CCOc1ccc(Cl)cc1CNCCCSc1nnnn1C	/	?	/	/	/	0	-12%
CCCNC1(Cc2cc(C(=O)N3CCCCC3)on2)COC1	-4%[172 µM]	23%[87.6 µM]	-14%[174 µM]	-7%[172 µM]	i	3	-6%[87.6 µM]

Whole records as entered above. Values in the order: HEK cytotox	SNCA expr inhib	NIH3T3 tox	Luciferase inh	GPT2 inh	IP6K1 inhibitor	SNCA viab count
Results for O=C(c1ccc(N2CCC(O)CC2)nc1)N1CCC(Oc2cccnc2)CC1 : -26%	?	-21%	0%	-10%	7	6%
Results for CN1C(=O)CCC2(CNC(=O)c3ccccn3)CCC=C12 (stereo not given) : -10%	-1%	-27%	6%	5%	-6	-4%
Results for Cc1ccc(C)c(NC(=O)C(=O)NCCc2csc3nc(-c4ccccc4C)nn23)c1 : /	-17%	/	/	/	-9	9%

Compound activity from PubChem BioAssay.
